# Assay outcomes (PubChem BioAssay)
# ABCB1 block = ABCB1 efflux pump inhibitors, primary screen, cell-based, multiplex, flow cytometry, ABCG2 counter-screen; AID 1326, 2008; inhibition, % at 6.6 µM; CCRF-Adr cells, JC-1 efflux; 190,000 tested, 0.067% active; in the data active = inhibition above about 40%;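 note: 0% = vehicle and 100% = reference inhibitor; higher value means more JC-1 retained so stronger ABCB1 efflux block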
# Target sequence (P08183 whole entry, looked up): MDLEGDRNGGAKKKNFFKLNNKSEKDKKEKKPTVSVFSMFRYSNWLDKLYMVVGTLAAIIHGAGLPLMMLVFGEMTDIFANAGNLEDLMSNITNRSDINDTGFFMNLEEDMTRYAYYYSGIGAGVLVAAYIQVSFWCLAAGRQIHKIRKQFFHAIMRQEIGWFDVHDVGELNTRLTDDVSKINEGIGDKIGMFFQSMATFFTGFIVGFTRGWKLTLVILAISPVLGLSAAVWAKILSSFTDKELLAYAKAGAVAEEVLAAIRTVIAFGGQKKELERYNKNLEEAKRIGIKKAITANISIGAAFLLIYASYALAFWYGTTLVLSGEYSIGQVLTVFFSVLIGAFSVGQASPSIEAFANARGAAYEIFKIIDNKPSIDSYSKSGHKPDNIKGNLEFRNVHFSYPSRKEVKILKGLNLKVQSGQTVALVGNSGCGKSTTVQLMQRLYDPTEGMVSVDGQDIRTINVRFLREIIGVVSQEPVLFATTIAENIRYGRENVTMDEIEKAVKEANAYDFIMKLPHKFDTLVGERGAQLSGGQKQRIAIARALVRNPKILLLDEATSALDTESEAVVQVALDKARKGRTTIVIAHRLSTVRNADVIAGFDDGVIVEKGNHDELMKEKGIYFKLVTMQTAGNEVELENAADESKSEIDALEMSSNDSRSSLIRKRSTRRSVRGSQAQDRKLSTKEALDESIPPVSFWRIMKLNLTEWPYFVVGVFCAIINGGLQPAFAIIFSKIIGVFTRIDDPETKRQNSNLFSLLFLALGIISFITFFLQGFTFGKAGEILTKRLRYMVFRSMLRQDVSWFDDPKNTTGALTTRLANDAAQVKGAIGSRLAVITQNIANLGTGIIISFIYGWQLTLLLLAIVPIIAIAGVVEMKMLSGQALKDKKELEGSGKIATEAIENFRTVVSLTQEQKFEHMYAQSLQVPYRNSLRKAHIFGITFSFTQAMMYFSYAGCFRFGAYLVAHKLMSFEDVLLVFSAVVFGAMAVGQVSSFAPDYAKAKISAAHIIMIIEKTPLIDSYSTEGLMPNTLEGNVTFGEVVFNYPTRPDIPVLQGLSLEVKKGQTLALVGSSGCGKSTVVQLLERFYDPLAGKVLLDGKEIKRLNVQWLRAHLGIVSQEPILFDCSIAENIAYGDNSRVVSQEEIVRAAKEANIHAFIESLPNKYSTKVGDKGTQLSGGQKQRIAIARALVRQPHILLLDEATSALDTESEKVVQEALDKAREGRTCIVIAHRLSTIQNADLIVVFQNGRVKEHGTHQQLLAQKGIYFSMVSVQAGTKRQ
# RGS7-Gao = RGS7-Galphao binding modulators, primary screen, biochemical, multiplexed bead flow cytometry | Guanine nucleotide-binding protein G(o) subunit alpha (Homo sapiens), P09471 | actives lie on both sides | binding response (% of control), % at 10 µM | 220,000 tested, 0.35% active | AID 1439, 2008; in the data active = binding response below about 49% or above about 150%; inconclusive = no clear call, values can overlap the other calls; inactive = in between;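 note: fluorescent Galphao held in activated GDP-AlF4 state binding bead-coupled RGS7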
# Mcl-1 Bim block = inhibitors of Bim peptide binding to Mcl-1, primary screen, biochemical, bead-based flow cytometry, multiplex | inhibition, % at 10 µM | 190,000 tested, 0.1% active | Induced myeloid leukemia cell differentiation protein Mcl-1 (Homo sapiens), Q07820 | Bim peptide-Mcl-1 binding; in the data active = inhibition above about 40%;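 note: 0% = no compound tracer wells and 100% = peptide blocker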
# RGS4-Gao reg = modulators of RGS4 binding to Galphao, primary screen, biochemical, multiplexed bead flow cytometry; Guanine nucleotide-binding protein G(o) subunit alpha (Homo sapiens), P09471; 220,000 tested, 0.33% active; actives lie on both sides; binding response (% of control), % at 10 µM; AID 1415, 2008; in the data active = binding response below about 49% or above about 150%; inactive = in between;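 note: fluorescent Galphao activated with aluminum fluoride binding bead-coupled RGS4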
# GSH bead fluor = compound fluorescence on glutathione beads, profiling panel, artefact control, biophysical, 488/530 nm, flow cytometry | GSH beads flow cytometry, compound fluorescence 488/530 nm; stronger effect = higher value | 190,000 tested, 0.25% active | fluorescence (KMESF) at 10 µM; in the data active = fluorescence above about 89;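 note: glutathione beads carrying GST-tagged Bcl family fusion proteins plus one bare bead set; values are compound well signal with DMSO vehicle wells as background; inactives centre near 16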
# Mcl1 Bid PPI = Mcl-1/Bid binding inhibitors, primary screen, biochemical, TR-FRET, 1536-well. TR-FRET Mcl-1/Bid-Dy647 peptide binding. 220,000 tested, 0.97% active. inhibition, % at 21.7 µM;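 active = compounds that cut the binding signal by more than half at the single screening dose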;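 note: His-tagged Mcl-1 with europium anti-His antibody binding Bid BH3 peptide; 0% = Mcl-1 plus peptide wells and 100% = peptide-only wells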
# Mcl1-Noxa inh = Mcl-1/Noxa binding inhibitors, primary screen, biochemical, TR-FRET, 1536-well | 220,000 tested, 1.5% active | AID 1022, 2008 | TR-FRET Mcl-1/Noxa peptide binding, 2 h | Induced myeloid leukemia cell differentiation protein Mcl-1 (Homo sapiens), Q07820 | inhibition, % at 21.7 µM;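 active = compounds that cut the protein-peptide binding signal by more than 50% relative to plate controls in a single-dose test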;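 note: His-tagged Mcl-1 with rhodamine Noxa BH3 peptide and terbium anti-His antibody; 0% = Mcl-1 plus Noxa peptide wells and 100% = peptide-only wells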
# RGS8-Gao reg = RGS8-Galphao binding modulators, primary screen, biochemical, multiplexed bead flow cytometry; response (percent of control binding), % at 10 µM; 220,000 tested, 0.34% active; Guanine nucleotide-binding protein G(o) subunit alpha (Homo sapiens), P09471; actives lie on both sides; in the data active = response below about 60% or above about 140%; inactive = in between;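 note: Galphao activated as the GDP aluminium fluoride complex binding bead-coupled RGS8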
# Avidin fluor = green autofluorescence of compounds with avidin beads – biophysical, 488/530 nm, flow cytometry, artefact control, profiling panel. fluorescence (KMESF) at 10 µM. 220,000 tested, 0.38% active. compound fluorescence 488/530 nm; stronger effect = higher value. AID 1775, 2009; in the data active = fluorescence above about 47; note: inactives centre near 10
# ABCG2 inh = ABCG2 efflux pump inhibitors, primary screen, multiplex with ABCB1, IgMXP3 cells, flow cytometry | inhibition, % at 6.6 µM | JC-1 efflux | 190,000 tested, 0.1% active;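 active = inhibition above 80%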;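 note: 0% = DMSO and 100% = nicardipine control wells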
#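 Test system: IgMXP3 (ABCG2) plus far-red-tagged CCRF-Adr (ABCB1) cells / Amount: 3 million cells/mL in well / Reagent: JC-1 transporter substrate / Timing: 10 min compound exposure, 25 °C / Signal: flow cytometry, 530 nm JC-1 signal / Read-out: percent efflux inhibition, scaled nicardipine 100% to DMSO 0% / Benchmarks: nicardipine as high control, DMSO as low control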
# Pf gamet viab = late stage P. falciparum gametocyte viability inhibitors, primary screen, ATP luminescence, HTS. P. falciparum stage V gametocytes, 24 h. inhibition, % at 10.9 µM. 150,000 tested, 0.065% active;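 active = inhibition above the mean plus 3 SD of compounds within the control limits, set per campaign, cut at about 38% in these data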;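 note: 0% = DMSO wells and 100% = medium only without gametocytes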
# Active calls of the source: *; u = inconclusive; x = no result given.
SMILES,ABCB1 block,RGS7-Gao,Mcl-1 Bim block,RGS4-Gao reg,GSH bead fluor,Mcl1 Bid PPI,Mcl1-Noxa inh,RGS8-Gao reg,Avidin fluor,ABCG2 inh,Pf gamet viab
Fc1ccc2[nH]c3c(N4CCN(c5ccccc5)CC4)ncnc3c2c1,1.1,101,0,101,22,-26,9,102,39,4,x
COc1ccccc1NC(=O)c1sc2nc(Cc3ccccc3)cc(C(F)(F)F)c2c1N,1.5,99,0,101,22,-50,-27,101,14,3,x
CC1(C)N=C(N)N=C(N)N1c1ccc(F)cc1F,0.5,99,-3,100,26,-10,-12,104,33,11,5
C/C(Cn1nc([N+](=O)[O-])cc1C)=N\NC(=O)COc1ccccc1[N+](=O)[O-],0.5,98,-5,95,8,-22,-1,102,3,6,-14
Cc1ccc(/C=C/C(=O)N2CCN(S(=O)(=O)c3c(C)c(C)cc(C)c3C)CC2)o1,4.1,103,-3,100,9,20,43,91,20,2,-8
O=S(=O)(/N=C(/NS(=O)(=O)c1ccccc1)c1ccccc1)c1ccccc1,0.5,97,-3,98,54,2,31,99,10,2,10
Cc1cccc(OCCOc2ccccc2C=C(C#N)C#N)c1,0.1,101,-5,99,10,-16,8,101,14,7,-5
CN(C)S(=O)(=O)c1ccc(/C(O)=C2/C(=O)C(=O)N(Cc3cccnc3)C2c2cccs2)cc1 (centres undefined),1.8,103,2,101,12,-29,5,100,4,3,-12
CCc1c(C)nc2ncnn2c1N1CCC(C(=O)N2CCN(c3ccc(F)cc3)CC2)CC1,2.1,93,-2,82,47,-75,7,93,3,5,-4
C#CCOCCOCCOCCNc1nc(N2CCN(C(=O)[C@H](Cc3cc4ccccc4[nH]3)n3cc([C@@H](N)CC(C)C)nn3)CC2)nc(N2CCN(C(=O)[C@H](Cc3cc4ccccc4[nH]3)n3cc([C@@H](N)CC(C)C)nn3)CC2)n1,-0.6,102,0,107,15,75*,54*,103,5,-2,x
Cc1ccccc1-n1ncc2c(SCC(=O)N3c4ccccc4CC3C)ncnc21 (centres undefined),17,86,-3,75,62,15,8,84,3,22,x
O=C(CS(=O)(=O)Cc1ccccc1)Nc1ccc(Cl)cn1,0.0,100,-4,102,24,-14,-13,98,21,0,x
O=C(c1ccc(Cl)c(S(=O)(=O)N2CCCC2)c1)N1CCN(c2ccccc2)CC1,0.7,100,0,102,14,-18,8,101,10,2,x
CCc1nnc(NC(=O)CC(CN(C)S(=O)(=O)c2ccccc2)c2ccccc2)s1 (centres undefined),4.2,106,3,105,25,-4,22,107,6,10,x
CCCCN1CC(O)=C(c2nc(-c3ccc(Br)cc3)cs2)C1=N,x,u,x,100,x,6,48,101,7,x,3
CCc1ccc(N2CC(C(=O)NCc3ccc4c(c3)OCO4)CC2=O)cc1 (centres undefined),0.6,100,2,91,8,-17,6,101,16,2,23
Cc1c(NC(=O)CSc2n[nH]c(=O)n2-c2ccccc2)c(=O)n(-c2ccccc2)n1C,1.1,109,-3,106,17,-9,27,104,9,3,10
C/C(=N\NC(=O)CCc1c[nH]c2ccccc12)c1ccc([N+](=O)[O-])cc1,1.0,105,-1,103,10,-19,-4,105,15,28,x
O=C(CN(C(=O)CNS(=O)(=O)c1ccccc1)C1CCCC1)NCc1ccco1,-1.2,97,-3,95,10,-38,-11,90,13,-5,-16
Cc1ccc(C(=O)Nc2ccccc2C(=O)O)cc1S(=O)(=O)NCc1ccccc1,-0.9,99,1,103,17,-11,0,105,10,-2,x
C=CCNCCCCOc1ccc(OCc2ccccc2)cc1,0.8,103,1,104,25,24,25,104,10,1,x
COc1cccc(C(=O)N(CN2CCCC2=O)c2cccc(Cl)c2)c1,1.5,88,0,95,15,-6,4,97,10,10,7
COc1cc2c(cc1OC)CN(C(=O)c1sc(-c3cnccn3)nc1C)CC2,x,u,x,95,x,7,12,99,3,x,-15
O=C(Nc1ccc(N2CCCC2)cc1)c1ccc([N+](=O)[O-])cc1Cl,-0.1,101,-3,96,15,-12,14,98,13,-1,5
Cc1c(C)n(C(=O)CN2CCN(c3ccccc3)CC2)c2ccccc12,1.9,100,-6,99,23,-22,-1,103,9,17,x
COc1ccc(OC)c(NC(=O)CCN2CCC(C)CC2)c1,0.2,108,1,107,36,-3,6,109,8,0,x
CC(C)CN1CCNC(=O)C1CC(=O)NCCCN1CCCc2ccccc21 (centres undefined),0.2,102,3,102,8,-14,6,101,9,0,-8
O=C(CCCCn1c(=S)[nH]c2ccsc2c1=O)NCc1ccc2c(c1)OCO2,-1.3,100,-4,98,15,-57,3,99,8,-2,0
CC(=O)c1c(C)nc(C)nc1NC(=O)C(C)C,-0.1,100,-4,103,30,-10,8,104,20,-3,x
COc1ccc(C)cc1-n1nnnc1SCC(=O)N1CCC(C(=O)Nc2nccs2)CC1,0.5,97,0,101,48,-30,6,100,12,2,8
CC(=O)N1CCN(C(=S)c2ccc(N(C)C)cc2)CC1,0.8,133,-10,104,31,1,11,96,10,2,-3
Cc1ccc(S(=O)(=O)ON=C2CCN(S(=O)(=O)c3ccccc3)CC2)cc1,0.1,99,1,96,16,-1,13,101,25,0,10
CCOc1ccccc1/C=c1\sc2nc(-c3ccco3)nn2c1=O,-0.4,101,0,103,15,-36,47,102,8,-2,x
CCOC(=O)C1CCN(Cc2cc(C(C)C)c(O)c(C(C)C)c2)CC1,2.4,92,1,100,12,-8,11,99,11,3,2
O=C(COc1cccc(C(F)(F)F)c1)Nc1ccc(S(=O)(=O)N2CCCC2)cc1,0.5,99,0,101,14,-3,15,102,33,6,x
COc1cc(C(=O)NCCc2ccc3c(c2)OCCO3)ccc1OCC(=O)N1CCOCC1,0.3,119,2,107,18,-22,17,103,68*,1,-21
O=c1cc(CN2CCN(c3ccc(F)cc3)CC2)nc2sccn12,-2.6,95,0,101,23,-16,-4,99,15,0,x
CCn1ccnc1[C@@H]1C[C@H]2CN(c3ccccc3OC)C(=O)[C@]23CCCN13,-0.4,100,-1,102,14,-19,0,101,1,-2,x
CCOc1ccc(NC(=O)c2cccc(OC(=S)N3CCOCC3)c2)cc1,0.0,95,1,100,11,22,44,104,12,3,6
C=CCNC(=O)NC(=O)COC(=O)/C(C#N)=C/c1cc(C)n(CCC(C)C)c1C,0.9,102,-1,100,14,-10,-1,102,31,1,x
COc1ccc(CCNC(=O)CCCN2C(=O)c3ccccc3C2=O)cc1,1.2,u,-2,102,16,-27,1,100,10,18,12
O=C1OCC(c2ccccc2)=C1c1ccccc1[N+](=O)[O-],1.2,u,-1,100,19,-47,-5,100,11,3,x
CC(C)(C)NS(=O)(=O)c1ccc(CCC(=O)N2CCCC2)cc1,0.2,101,0,101,11,-25,1,105,21,1,9
CCC1Oc2ccc(C)cc2N(CC(=O)N(Cc2ccncc2)Cc2ccco2)C1=O (centres undefined),0.6,102,-7,102,14,-12,7,112,5,1,x
COc1ccc(C)cc1-n1nnnc1SCc1nc2ccccc2c(=O)[nH]1,1.3,u,0,100,12,-12,5,103,12,1,x
O=C(c1cncs1)N1CCCC(CNS(=O)(=O)c2cccs2)C1 (centres undefined),0.5,95,-1,97,17,-15,7,97,11,3,-3
Cc1ccc(Cc2cnc(N3C(=N)SC(C)C3=O)s2)cc1 (centres undefined),0.0,98,-2,99,21,-65,-19,103,9,2,19
CCC(=O)Nc1ccc(C(=O)NNC(=O)Cc2ccccc2)cc1,0.9,94,-1,95,10,-13,12,94,2,4,-10
CNc1nc(C)c(C(=O)OCc2ccccc2)s1,-1.9,97,0,103,30,-18,6,99,7,-2,x
CCOC(=O)CN1CC23C=CC(O2)C(C(=O)Nc2ccc4c(c2)OCO4)C3C1=O (centres undefined),0.6,108,1,104,18,-35,4,100,6,4,x
Cc1csc(SCC(=O)c2c(N)n(CC(C)C)c(=O)n(C)c2=O)n1,0.6,100,-6,102,26,-28,4,102,13,26,x
COC(=O)CCC(=O)OC1(C)C(=O)C=C2C=C(C3CC3)N(C3CCCC3)C=C2C1=O (centres undefined),x,u,x,93,x,-133,-6,96,6,x,-1
O=C(O)c1cc([N+](=O)[O-])cc2c1nnn2O,0.7,106,1,100,12,-37,30,103,22,1,x
O=C(NN=C1CCCCC1)NC1CCCCC1,0.1,96,-2,102,11,-22,-10,102,7,0,-10
Cc1ccc(NC(=O)/C(=C\c2cccc([N+](=O)[O-])c2)NC(=O)c2cccs2)cc1,-0.4,95,0,96,14,-11,5,100,30,-1,-17
O=C(CSc1nc(-c2ccccc2)cc(=O)[nH]1)N1CCOCC1,0.1,104,-5,97,27,-1,23,107,22,5,x
CCC(CC)NC(=O)c1cc2c(C)nn(Cc3ccccc3Cl)c2s1,2.1,97,-2,98,37,1,0,101,11,20,x
COc1ccccc1NC(=S)NC1CCC(CC2CCC(NC(=S)Nc3ccccc3OC)CC2)CC1 (centres undefined),-1.1,94,3,97,11,-35,26,93,5,-6,4
COc1c2c(nc3ccccc13)OC(C(C)(O)COC(C)=O)C2 (centres undefined),0.3,92,0,95,31,-6,x,96,13,4,x
COC1(OC)C(=N/O)/C(=N\O)CCC1O (centres undefined),0.3,98,0,101,12,-2,11,97,8,1,-13
O=C(NCC1CCCO1)C(c1cccs1)N(Cc1cccs1)C(=O)Cn1nnc(-c2cccs2)n1 (centres undefined),1.7,99,-1,95,14,-8,22,100,7,2,x

# Whole records, looked up by structure.
# `CC1(C)N=C(N)N=C(N)N1c1ccc(F)cc1F` is listed as ABCB1 block: 0.5; RGS7-Gao: 99; Mcl-1 Bim block: -3; RGS4-Gao reg: 100; GSH bead fluor: 26; Mcl1 Bid PPI: -10; Mcl1-Noxa inh: -12; RGS8-Gao reg: 104; Avidin fluor: 33; ABCG2 inh: 11; Pf gamet viab: 5
# `CCOC(=O)C1CCN(Cc2cc(C(C)C)c(O)c(C(C)C)c2)CC1` is listed as ABCB1 block: 2.4; RGS7-Gao: 92; Mcl-1 Bim block: 1; RGS4-Gao reg: 100; GSH bead fluor: 12; Mcl1 Bid PPI: -8; Mcl1-Noxa inh: 11; RGS8-Gao reg: 99; Avidin fluor: 11; ABCG2 inh: 3; Pf gamet viab: 2
